High-throughput results from PubChem BioAssay.
MEP2 TOR yeast = yeast TOR pathway MEP2-GFP modulation. S. cerevisiae MEP2-GFP strain, flow cytometry GFP, 3 h; 100% = DMSO control level. AID 2016. GFP response vs DMSO, % at 10 µM. actives 0.51% (n = 330,000);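 active = GFP response versus DMSO above a set limit, roughly screen mean plus 3 SD, cut at about 180% in these data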;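 also: median GFP fluorescence of the barcode-gated MEP2-GFP cells per well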
AHR activator = activators of human aryl hydrocarbon receptor. P35869. AHR-responsive luciferase reporter cells, luminescence. activation, % at 5 µM. actives 2.5% (n = 320,000); in the data active = activation above about 47%;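 also: 0% = vehicle wells and 100% = reference agonist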
AGP1 TOR yeast = modulators of TOR pathway AGP1-GFP in S. cerevisiae. S. cerevisiae AGP1-GFP multiplex flow cytometry, 3 h; GFP as percent of DMSO wells. GFP response vs DMSO, % at 10 µM. actives 0.02% (n = 320,000). AID 2066;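 active = GFP response relative to DMSO above a set limit, near screen average plus 3 SD, cut at about 150% in these data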;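 also: median GFP channel fluorescence of the gated AGP1 strain per well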
CIT2 TOR yeast = modulators of TOR pathway CIT2-GFP in S. cerevisiae; AID 2029; GFP response vs DMSO, % at 10 µM; S. cerevisiae CIT2-GFP strain, flow cytometry, 3 h; 100 means same as DMSO wells; actives 0.065% (n = 320,000);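 active = GFP response relative to DMSO above a set limit, near the screen mean plus 3 SD, cut at about 150% in these data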;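 also: ratio of well median GFP fluorescence to mean of DMSO wells on the plate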
proCasp3 act = procaspase-3 (human) activation; AID 463141; recombinant procaspase-3 D3A, Ac-DEVD-pNA absorbance 405 nm; actives 0.11% (n = 330,000); P42574; activation, % at 8.5 µM;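 active = activation above the mean of all tested compounds plus 3 SD, cut at about 21% in these data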;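 also: 0% = DMSO alone and 100% = DMSO wells spiked with extra 5 µM PC-3 D3A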
Target sequence (P42574 whole entry D9A/D28A/D175A): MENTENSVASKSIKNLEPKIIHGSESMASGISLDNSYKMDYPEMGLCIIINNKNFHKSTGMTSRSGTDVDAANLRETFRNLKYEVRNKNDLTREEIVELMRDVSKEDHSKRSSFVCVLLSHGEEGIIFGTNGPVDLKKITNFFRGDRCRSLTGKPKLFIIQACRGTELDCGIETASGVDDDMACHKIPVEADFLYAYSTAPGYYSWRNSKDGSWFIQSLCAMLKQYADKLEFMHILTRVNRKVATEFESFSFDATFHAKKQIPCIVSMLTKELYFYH
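Evaluation: percent activation relative to control range; Material: Procaspase-3 D3A mutant, all three cleavage aspartates alanine; Compound: single dose, 8.5 µM nominal compound, 0.8% DMSO; Replication: one well per compound; Signal: absorbance at 405 nm, 0 and 120 min; Schedule: 1 h preincubation plus 2 h reaction at 25 °C.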
LAP4 TOR yeast = modulators of TOR pathway LAP4-GFP in S. cerevisiae; S. cerevisiae LAP4-GFP multiplex, flow cytometry GFP, 3 h; median GFP as percent of DMSO wells; actives 0.34% (n = 320,000); GFP response vs DMSO, % at 10 µM; AID 2023;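 active = GFP response vs DMSO above a set limit, about the screen mean plus 3 SD, cut at about 150% in these data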
RPL19A TOR yeast = alters RPL19A-GFP fluorescence in TOR pathway yeast screen; percent response vs DMSO, % at 10 µM; AID 2025; S. cerevisiae RPL19A-GFP strain, flow cytometry, 3 h; active compounds read low; actives 0.3% (n = 330,000);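 active = percent response vs DMSO below 50%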;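 also: median channel GFP fluorescence of the barcoded RPL19A-GFP strain; ratio of sample median GFP to plate DMSO average so 100% = DMSO; lower means less RPL19A-GFP as with rapamycin TOR inhibition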
proCasp7 act = counter-screen for procaspase-3 activators: activators of human procaspase-7 | P55210 | recombinant procaspase-7, Ac-DEVD-pNA absorbance 405 nm; D23A/D198A/D206A triple mutant, cannot self-cleave; scale: DMSO 0, 5 µM enzyme 100 | activation, % at 8.5 µM | actives 0.093% (n = 330,000);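 active = percent activation above the screen-wide mean plus 3 SD, cut at about 25% in these data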
Target sequence (P55210 whole entry D23A/D198A/D206A): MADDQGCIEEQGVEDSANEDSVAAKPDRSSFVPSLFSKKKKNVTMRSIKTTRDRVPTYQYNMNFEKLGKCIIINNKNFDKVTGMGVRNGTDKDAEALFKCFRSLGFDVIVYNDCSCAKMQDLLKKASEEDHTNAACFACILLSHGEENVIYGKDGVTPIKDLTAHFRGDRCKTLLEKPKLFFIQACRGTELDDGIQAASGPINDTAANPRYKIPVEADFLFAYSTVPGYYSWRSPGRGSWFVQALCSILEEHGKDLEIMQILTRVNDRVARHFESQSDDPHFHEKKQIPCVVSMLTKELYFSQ
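Replicates: singlicate. Assay system: Procaspase-7 triple mutant (PC-7 D3A). Signal: 405 nm absorbance of p-nitroaniline. Times: 1 h preincubation, 2 h reaction. Buffer or medium: Zinc-free HEPES pH 7.4 with 300 mM NaCl, 0.01% Triton X-100. Also added: DEVD-pNA substrate. Benchmarks: DMSO wells as 0%, DMSO with 5 µM added PC-7 as 100%.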
* marks the source's active call; other numbers are inactive results; x = not tested or not shown; [ ] = another dose, or the depositor's remark.

SMILES | MEP2 TOR yeast | AHR activator | AGP1 TOR yeast | CIT2 TOR yeast | proCasp3 act | LAP4 TOR yeast | RPL19A TOR yeast | proCasp7 act
COc1ccccc1N1CCN(C(=O)C2CCN(S(=O)(=O)c3ccc(F)cc3)CC2)CC1 | 97 | 0 | 103 | 103 | 4 | 98 | 100 | -4
Cn1nnc2cc(C(=O)NC(C)(C)C)ccc21 | 101 | 0 | 105 | 111 | 3 | 101 | 99 | 8
CCOC(=O)N1CCN(C(=O)C2CCN(S(=O)(=O)c3ccccc3)CC2)CC1 | 102 | 2 | 105 | 99 | 12 | 101 | 100 | -9
Cc1ccc(-c2cc(C(=O)Nc3cc(C(=O)O)ccc3C)c3ccccc3n2)cc1 | 97 | 3 | 101 | 103 | -1 | 94 | 97 | 3
CCO[C@@H]1OC(C(=O)N2CCN(C)CC2)=C[C@H](c2ccc(C(F)(F)F)cc2)[C@H]1CCCO | 86 | -3 | 91 | 102 | -1 | 99 | 100 | 1
Cc1ccc(NC(=O)C2=C(C(=O)O)CCCC2)cc1Br | 99 | -1 | 92 | 91 | -7 | 95 | 102 | 3
N#Cc1cc(-c2ccccc2)[nH]c1-c1nccc2ccccc12 | 106 | 11 | 92 | 97 | -9 | 97 | 104 | 0
COCCn1c(C)cc(/C=C(\C#N)C(=O)OCC(=O)N(C)c2c(N)n(Cc3ccccc3)c(=O)[nH]c2=O)c1C | 95 | -1 | 93 | 98 | 0 | 101 | 92 | -10
CN(CC1CCN(CCc2cccc(C(F)(F)F)c2)CC1)C(=O)c1ccc(F)cc1 | 105 | 1 | 100 | 105 | 2 | 91 | 102 | 8
O=C(Nc1ccc2[nH]ncc2c1)c1cccc(F)c1 | 109 | 28 | 103 | 105 | 5 | 103 | 105 | -4
Brc1ccc(-c2nc(-c3ccncc3)no2)cc1 | 105 | -3 | 97 | 103 | 0 | 84 | 105 | -5
Cc1ccc(C(=O)Cn2c(=N)n(CCN3CCOCC3)c3ccccc32)cc1 | 105 | 34 | 113 | 107 | 6 | 105 | 111 | -4
COc1cccc(CN2CCNC(=O)C2CC(=O)N(C)CCC2CCOCC2)c1OC (stereo unspecified) | 102 | 2 | 111 | 112 | -3 | 105 | 105 | -7
C[C@@]12C(=O)N(Cc3ccc(F)cc3)CC(=O)N1[C@H]1c3cc(Cl)ccc3OC[C@@H]1[C@@H]2c1ccccc1 | 90 | -1 | 89 | 83 | 0 | 83 | 101 | -1
Cc1onc(-c2ccccc2)c1C(=O)NCCc1ccc(S(N)(=O)=O)cc1 | 99 | 76* | 99 | 105 | 10 | 93 | 99 | 0
COCCCn1c(C(=O)N2CCOCC2)cc2c(=O)n3ccccc3nc21 | 97 | 0 | 105 | 106 | -2 | 94 | 111 | -2
CCCNc1nc(OCC(F)(F)F)nc(OCC(F)(F)F)n1 | 97 | 1 | 92 | 88 | -5 | 91 | 93 | 10
O=C(/C=C/c1ccc(OCc2c(F)cccc2Cl)cc1)N1CCOCC1 | 102 | -1 | 101 | 92 | 2 | 114 | 98 | -4
CC(C)C(=O)NC(=S)Nc1ccc(S(=O)(=O)Nc2nccs2)cc1 | 93 | -1 | x | 101 | -12 | 96 | 89 | 10
O=C(Cc1cccs1)NCc1ccccc1 | 107 | 3 | 101 | 105 | -4 | 106 | 99 | -2
Cc1oc(-c2ccccc2)cc1C(=O)Nc1ccccc1 | 96 | 40 | 90 | 102 | 10 | 93 | 96 | 7
CN1C2=CC=CC=CC2=[N+](C)C12C([N+](=O)[O-])=CC(=[N+]([O-])[O-])C=C2[N+](=O)[O-] (stereo unspecified) | 103 | 3 | 105 | 90 | -5 | 111 | 103 | -7
CC(=O)NCCc1nc2ccccc2[nH]1 | 97 | -1 | 101 | 106 | 14 | 102 | 99 | -4
CCOCCCNC(=O)C1(O)c2cc(Br)ccc2NC(=O)N1c1ccc(OCC)cc1 (stereo unspecified) | 105 | 1 | 106 | 105 | 8 | 104 | 101 | 0
O=C(O)CCC(=O)Nc1ccc(Cc2ccc(NC(=O)CCC(=O)O)cc2)cc1 | 103 | -6 | 107 | 104 | -1 | 103 | 105 | 8
Next section.
SMILES | MEP2 TOR yeast | AHR activator | AGP1 TOR yeast | CIT2 TOR yeast | proCasp3 act | LAP4 TOR yeast | RPL19A TOR yeast | proCasp7 act
Cc1cccc(NC(=O)N2CCCc3ccccc32)c1C | 111 | x | 90 | 88 | x | 88 | 122 | x
CCOc1ccc(C(C)=O)cc1CSc1nnc(-c2ccoc2C)n1N | 99 | 3 | 100 | 104 | -9 | 99 | 101 | 1
OCCC1CN(Cc2cccn2-c2nccs2)CCN1Cc1ccccc1 (stereo unspecified) | 97 | 1 | 113 | 101 | 12 | 101 | 95 | -1
O=C(Nc1ccc(SC(F)F)cc1)C1CC(=O)N(Cc2ccccc2)C1 (stereo unspecified) | 106[may fluoresce green] | 19 | 105[may fluoresce green] | 103[may fluoresce green] | -6 | 106[may fluoresce green] | 103[may fluoresce green] | -8
c1ccc2oc(C3=NNC(=NC4CC4)SC3)cc2c1 | 105 | 137* | 94 | 102 | -18 | 94 | 100 | -16
COc1cc(CNCCN2CCOCC2)ccc1OCc1ccc(Cl)cc1Cl | 100 | 4 | 96 | 93 | 3 | 102 | 97 | 4
NC(=S)Nc1ccc(F)cc1F | 104 | -1 | 113 | 108 | 7 | 114 | 100 | 5
COC(=O)CN1C(=O)N/C(=C/c2cc(Cl)c(OC)c(OC)c2)C1=O | 101 | 21 | 102 | 106 | -1 | 101 | 99 | 8
COc1ccc(NC(=O)CN(C)CC(=O)NCC(=O)Nc2ccc(F)cc2)cc1 | 97 | 0 | 113 | 113 | 0 | 98 | 100 | 4
O=C(NC(=S)Nc1cccc2ncccc12)c1cccs1 | 96 | 17 | 90 | 95 | -4 | 90 | 90 | -8
O=[N+]([O-])c1cc(Oc2cccnc2)cc([N+](=O)[O-])c1 | 106 | 3 | 93 | 101 | 3 | 89 | 96 | 16
Cc1snc(SCC(=O)c2ccc(F)cc2)c1C#N | 99 | 0 | 97 | 90 | -8 | 105 | 94 | 3
COC(=O)C1=C(C(=O)OC)[C@@H]2N(C)c3ccc(OC)cc3[C@@]23C[C@@H](C(=O)OC)N(C(=O)c2cccs2)C3=N1 | 93 | -2 | 77 | 79 | 0 | 91 | 97 | -10
CCOC(=O)N1CCN(C(=O)CSCC(=O)Nc2nc(-c3ccc4c(c3)OCO4)cs2)CC1 | 100 | 63* | 103 | 105 | 4 | 102 | 98 | 2
COc1ccc(CNC(=O)C(CCSC)NS(=O)(=O)c2ccccc2F)cc1 (stereo unspecified) | 96 | 1 | 100 | 92 | 4 | 107 | 94 | -3
COc1cc(N=Nc2c(C)n(C)n(-c3ccccc3)c2=O)ccc1N | 92 | 12 | 94 | 96 | -3 | 96 | 90 | -7
CCN(C(=O)COC(=O)c1cc(-c2ccc(C)o2)nc2ccccc12)C1CCS(=O)(=O)C1 (stereo unspecified) | 117 | -1 | 108 | 109 | 2 | 114 | 104 | -13
Cc1ccc(S(=O)(=O)N2CCOCC2)cc1NC(=O)COC(=O)c1cccnc1Cl | 102 | 0 | 97 | 96 | 3 | 93 | 103 | 4
C#CCn1ccc(O)c(Cc2ccccc2)c1=O | 104 | 1 | 98 | 108 | 17 | 89 | 101 | 3
O=C(CCn1cccc1)N1CCc2ccccc21 | 98 | -4 | 91 | 94 | -3 | 93 | 98 | -9
O=S(=O)(CCN1CCSCC1)c1ccc(Cl)cc1 | 105 | 1 | 107 | 106 | 7 | 109 | 106 | -5
CN(C)/C=C/c1c(C#N)c(=O)ncn1Cc1ccccc1 | 92 | -3 | 103 | 90 | 5 | 79 | 96 | 6
COc1ccc(NC(=O)CN(C)C(=O)CN2C(=O)C3CCCCC3C2=O)cc1 (stereo unspecified) | 104 | -4 | 99 | 101 | 1 | 96 | 94 | 9
N#Cc1ccc(COn2nnc3ccccc32)cc1 | 113 | -15 | 97 | 96 | 0 | 98 | 101 | -7
CCCCC1=NN(C(=O)c2ccncc2)C(O)(C(F)(F)F)C1 (stereo unspecified) | 106 | 14 | 103 | 94 | 3 | 109 | 101 | 2

Among those listed so far, three contain bromine:
SMILES | MEP2 TOR yeast | AHR activator | AGP1 TOR yeast | CIT2 TOR yeast | proCasp3 act | LAP4 TOR yeast | RPL19A TOR yeast | proCasp7 act
Cc1ccc(NC(=O)C2=C(C(=O)O)CCCC2)cc1Br | 99 | -1 | 92 | 91 | -7 | 95 | 102 | 3
Brc1ccc(-c2nc(-c3ccncc3)no2)cc1 | 105 | -3 | 97 | 103 | 0 | 84 | 105 | -5
CCOCCCNC(=O)C1(O)c2cc(Br)ccc2NC(=O)N1c1ccc(OCC)cc1 (stereo unspecified) | 105 | 1 | 106 | 105 | 8 | 104 | 101 | 0

Following part
SMILES | MEP2 TOR yeast | AHR activator | AGP1 TOR yeast | CIT2 TOR yeast | proCasp3 act | LAP4 TOR yeast | RPL19A TOR yeast | proCasp7 act
COc1cc(C(=O)Nc2ccc3nc4n(c(=O)c3c2)CCCCC4)cc(OC)c1OC | 125 | 7 | 69 | 121 | -5 | 104 | 97 | 0
Cc1ccc(-n2c(CNc3ccc(F)cc3)nnc2SCC(N)=O)cc1 | 102 | 0 | 91 | 91 | -1 | 87 | 94 | 16
CCC1(CC)NC(=O)N(CC(=O)OCC(=O)Nc2ccccc2[N+](=O)[O-])C1=O | 90 | 0 | 102 | 94 | -3 | 101 | 92 | 10
COc1ccc(NC(=O)Cn2c3ccccc3c3nc4n(c(=O)c32)CCS4)cc1OC | 98 | 3 | 103 | 98 | -4 | 102 | 99 | 11
O=[N+]([O-])c1c(NCCCO)cc(Sc2ccc(Cl)cc2)c2nonc12 | 91 | 0 | 94 | 87 | -2 | 93 | 94 | 7
Cc1cccc(OCC(=O)N/N=C\c2cccn2C)c1C | 99 | 2 | 101 | 95 | 3 | 116 | 96 | 3
CCCN(CCC)c1cc(Cl)nc(N)n1 | 101 | 0 | 100 | 108 | 8 | 98 | 97 | 8
Clc1ccc2oc(-c3ccccn3)nc2c1 | 102 | 61* | 96 | 100 | 7 | 92 | 99 | 7
O=C(O)C1CCCN1S(=O)(=O)c1ccc(Br)cc1 (stereo unspecified) | 96 | 45 | 94 | 97 | 1 | 97 | 90 | -5
CNC(=S)N(Cc1ccco1)Cc1cc2cc(OC)c(OC)cc2[nH]c1=O | 99 | 12 | 98 | 95 | 8 | 98 | 97 | 0
CCN(CC)C(=O)Cn1cnc2c1c(=O)n(C)c(=O)n2C | 99 | -1 | 101 | 102 | 9 | 99 | 101 | 3
O=C(N/N=C/c1cccnc1)c1ccc(Cn2cc([N+](=O)[O-])cn2)o1 | 114 | 63* | 105 | 106 | 4 | 113 | 114 | 4
CCc1cc(=O)oc2c3c(cc(OCC(=O)NCCCOC)c12)OC(C)(C)CC3 | 109 | 18 | 102 | 105 | 10 | 96 | 103 | -2
Clc1ccc(-c2cc(CN3CCOCC3)no2)cc1 | 100 | 3 | 100 | 102 | 6 | 107 | 97 | 12
CC(C)CNC(=O)CC1Nc2ccccc2NC1=O (stereo unspecified) | 97 | 5 | 89 | 96 | -4 | 100 | 103 | -4
CC(C)(C)OC(=O)N[C@H](C(=O)OC(C)(C)C)c1ccc(Br)cc1 | 90 | -2 | 99 | 97 | -3 | 97 | 96 | 2
